# Screens as filed in PubChem.
# ALOX12 inh: inhibitors of human 12S-lipoxygenase ALOX12; P18054; purified 12hLO, xylenol orange hydroperoxide absorbance; Potency, µM (top dose mostly 108 µM), for the others: top-dose activity change, negative = inhibition, usual class: inhibitors; 1.1% of 580,000 active; note: potency is the fitted concentration of half-maximal effect; % is set by controls: 0 for no effect and ±100 for the full control effect
#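 Purified human 12hLO (150 nM final) in 25 mM Hepes, 0.01% Triton X-100, pH 7.0 was preincubated 15 min at room temperature with compound. Then 40 uM arachidonic acid was added, 30 min. Hydroperoxide was read by Fe-XO absorbance ratio 573/405 nm.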
# Vif-APOBEC3G blk: Vif-A3G binding inhibition; Q9HC16; AID 602310; 0.076% of 410,000 active; HeLa A3G-eYFP + Vif (tagged APOBEC3G with the HIV-1 protein that degrades it), YFP fluorescence, overnight; Potency, µM (top dose mostly 46.1 µM), inactives show top-dose activity, negative = active, usual class: inhibitors;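 note: potency is the fitted concentration of half-maximal effect; % is set by controls: 0 for no effect and ±100 for the full control effect; nearly all actives have a fitted effect of over 60% in size; hits raise eYFP signal because A3G escapes Vif-driven loss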
# Target sequence (Q9HC16 whole entry, looked up): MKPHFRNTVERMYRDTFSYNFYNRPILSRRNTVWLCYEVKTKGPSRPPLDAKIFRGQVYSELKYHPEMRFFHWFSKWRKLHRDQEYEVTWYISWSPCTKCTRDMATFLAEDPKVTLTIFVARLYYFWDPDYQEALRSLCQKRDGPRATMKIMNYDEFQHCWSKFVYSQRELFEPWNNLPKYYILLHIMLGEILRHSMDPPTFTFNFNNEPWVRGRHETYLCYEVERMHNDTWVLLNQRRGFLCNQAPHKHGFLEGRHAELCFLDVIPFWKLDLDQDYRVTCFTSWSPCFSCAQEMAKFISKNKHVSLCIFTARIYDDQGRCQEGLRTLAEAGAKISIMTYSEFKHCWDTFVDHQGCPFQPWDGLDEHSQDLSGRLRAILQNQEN
#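 Read-out is eYFP fluorescence (Ex 488/Em 500-530) from Vif-expressing HeLa A3G-eYFP cells; more signal means A3G escaped Vif-mediated degradation. Cells plated overnight, compound pinned in, incubated overnight at 37 deg C.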
# Vif-APOBEC3F blk: inhibitors of Vif-A3F interaction; Potency, µM (series often up to 46.1 µM), for inactives: top-dose activity, negative = active; 0.2% of 390,000 active; HeLa A3F-eYFP + Vif (tagged APOBEC3F with the HIV-1 protein that degrades it), YFP fluorescence increase; note: potency is the fitted concentration of half-maximal effect; % of control where 0% means no effect; nearly all actives have a fitted effect of over 65% in size
#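 Fluorescence increase (Ex 488/Em 500-530) after overnight compound treatment at 37 deg C flags inhibition of Vif-driven A3F-eYFP loss in stable HeLa A3F-eYFP/Vif cells seeded overnight beforehand.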
# D2 antagonist: antagonizes the human D2 dopamine receptor | P14416 | HEK293 TREx D2 cells, calcium flux, dopamine EC80 | inhibition, % at 10 µM | 2% of 340,000 active; in the data active = inhibition above about 30%; note: 0% is about no effect
# Target sequence (P14416 whole entry, looked up): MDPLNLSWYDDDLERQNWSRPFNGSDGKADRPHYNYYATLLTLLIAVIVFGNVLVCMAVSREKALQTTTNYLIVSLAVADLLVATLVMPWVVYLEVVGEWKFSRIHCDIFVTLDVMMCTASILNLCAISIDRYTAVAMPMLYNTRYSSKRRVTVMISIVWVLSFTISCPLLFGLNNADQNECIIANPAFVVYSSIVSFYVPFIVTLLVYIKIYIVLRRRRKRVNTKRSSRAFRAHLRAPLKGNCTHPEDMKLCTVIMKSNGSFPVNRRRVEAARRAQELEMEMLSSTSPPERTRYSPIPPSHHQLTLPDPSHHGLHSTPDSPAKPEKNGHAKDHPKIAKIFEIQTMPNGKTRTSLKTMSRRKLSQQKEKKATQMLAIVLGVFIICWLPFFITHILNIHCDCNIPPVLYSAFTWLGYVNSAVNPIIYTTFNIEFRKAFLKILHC
#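 Tetracycline-induced HEK293 TREx cells expressing D2 receptor forced-coupled to calcium signalling, loaded with no-wash calcium dye. Compounds added and calcium flux read 180 s, then dopamine added at EC80 and read a further 180 s.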
# D2 ag: agonists of human D2 dopamine receptor; P14416; HEK293 T-REx D2 cells, calcium flux agonist mode; activation, % at 2 µM; 0.53% of 340,000 active; AID 485358;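 active = activation over 3 SD above normal in the single-dose calcium agonist read, cut at about 30% in these data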; note: 0% is about no effect
#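 Agonism scored from kinetic calcium signal (1 read/sec, 180 s) following compound pin transfer, after a 10 s baseline. Cells: HEK293 Trex line expressing inducible D2 receptor coupled to calcium, dye-loaded after overnight culture at 30 C.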
# LDHA block: inhibitors of human lactate dehydrogenase A; P00338; purified LDHA, NADH/diaphorase-resazurin fluorescence; active compounds read low; activity change, % (values are at about 110 or 230 µM); 0.15% of 480,000 active; in the data active = activity change below about -30%; inconclusive = mostly about -25% to -30%;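 note: plate controls were DMSO wells for no effect and wells without enzyme for full effect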
#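 LDH5 2 nM; NADH 0.06 mM, pyruvate 0.2 mM; 200 mM Tris pH 7.4, EDTA, Tween-20; 5 min RT. Detection: diaphorase 0.133 mg/mL + resazurin 37 µM, fluorescence ex540/em590 at 0 and 20 min; normalized to enzyme-free and DMSO wells.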
# RGS4 inhibitor: inhibitors of human regulator of G protein signaling 4. P49798. Transcreener GDP fluorescence polarization, RGS4-accelerated GTP hydrolysis. Potency, µM (titrated, usually from 114 µM), for inactives: at the top dose activity change, negative = inhibition, hits mostly inhibitors. 0.039% of 390,000 active. AID 504845; note: potency is the fitted concentration of half-maximal effect; % is set by controls: 0 for no effect and ±100 for the full control effect; nearly all actives have a fitted effect of over 75% in size; some results filed as inactive show a strong effect at the top dose
#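 MLSMR compounds (23 nl, pin-transferred) preincubated 10 min at room temperature with a 500nM (2x) first reagent, then RGS4 at 900nM (2x) plus Transcreener GDP mix added; fluorescence polarization (620/688 nm) read before and after 90 min at 30 °C.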
# ERG-DNA inh: blocks human ERG Ets domain binding to DNA | P11308 | 0.028% of 370,000 active | fluorescence polarization, His-ERG Ets domain / labelled DNA | Potency, µM (highest dose often 76.9 µM), for inactives: at the top dose FP activity, negative = inhibition, hits mostly inhibitors; active = well fitted inhibition curve with a large enough effect in the polarisation, with a control signal flat; inconclusive = small, poorly fitted or top-dose-only effect, or effect the other way, or a change in a side signal; inactive = no such curve, though single readings can be large or run the other way; the % refers to the polarisation;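 note: polarization taken with two DNA probes labelled with fluorescein and Texas red; potency is the fitted concentration of half-maximal effect; % of control where 0% means no effect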
#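 His-tagged ERG Ets domain (1 uM in the protein solution; 300mM KCl, 50mM Tris-HCl, 1mM EDTA, 1mM DTT, pH 7.5) received compound, then a probe mix of 5 nM fluorescein-DNA and 100nM Texas-615-DNA. Fluorescence polarization was read for both dyes.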
# Glioma ERSR ind: induces the endoplasmic reticulum stress response in human glioma cells. U87-MG GRP78 promoter luciferase reporter, 16 h. 0.02% of 420,000 active. Potency, µM, for inactives: at the highest dose activation, most hits filed as activators; note: potency is the fitted concentration of half-maximal effect; series mostly up to about 76 µM; % of control where 0% means no effect; nearly all actives have a fitted effect of over 35% in size
#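 Stably transfected U87-MG glioma cells carrying a GRP78-based luciferase sensor; 16 h compound incubation. Luminescence end-point read 10 min after Bright-Glo addition at room temperature.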
# * hit, by the source's call; ? = inconclusive; . = no result given; & = joins results of further samples; [ ] = remark or other dose. Unless noted, calls come from the whole dose curve; as a rule, active = well fitted curve in the direction sought with a large enough effect; inconclusive = small, poorly fitted or top-dose-only effect, or another doubt; inactive = no such curve, though single readings can be large; an effect the other way counts as inactive or inconclusive. Some of the compounds tested; the hit share may differ from the screen's.
smiles	ALOX12 inh	Vif-APOBEC3G blk	Vif-APOBEC3F blk	D2 antagonist	D2 ag	LDHA block	RGS4 inhibitor	ERG-DNA inh	Glioma ERSR ind
c1cc2c(cc1Cn1cnnn1)OCO2	0%[57.4 µM]	1%	.	1	0.2	-4	-6%	1%	-6%
Cc1ccc(-c2cc(N)n3nc(-c4ccc(C)cc4)cc3n2)cc1	-10%&0%	-8%&-10%	-12%&-10%	20	-0.2&-0.3	-9&-12	1%&9%	7%&1%	1%&3%
CN(C)C1=NC(=O)/C(=C\c2ccccc2)S1	2%	-1%	-1%	0	0.1	-2	-15%	1%	-1%
O=C(O)COc1c(-c2ccccc2)oc2ccccc2c1=O	-5%	2%	-7%	-10	2.1	-4	-12%	-1%	1%
Cc1ccc(S(=O)(=O)N2CCN(C(=O)c3n[nH]c4ccccc34)CC2)cc1	?	1%	7%	4	-0.3	-1	21%	-4%	-5%
C=Cc1ccc(Cn2c(C(=O)O)c(CNCCc3ccco3)c3ccc(C)cc32)cc1	?	-3%	-9%	.	0.1	7	10%	2%	-5%
CC(C)Cc1nnc(NC(=O)CSc2nc(-c3ccccc3)cc(=O)[nH]2)s1	-21%	-1%	13%	-4	-0.3	-1	-5%	-13%	-4%
CC(C)(C)c1ccc(OCC(=O)NC2CCS(=O)(=O)C2)cc1 (configuration not stated)	21%	-4%	0%	-3	0.4	-1	-21%	-1%	-8%
COC(=O)[C@]1(C)N[C@H](CN(C)S(=O)(=O)c2ccccc2)[C@@H]2C(=O)N(Cc3ccccc3)C(=O)[C@@H]21	9%	1%	4%	.	.	-7	-1%	-14%	0%
COc1ccc(OCC(=O)NCCNC(=O)c2cccnc2)cc1	6%	-1%	-11%	-6	0.5	-4	13%	5%	-3%
Cc1c(Br)c([N+](=O)[O-])nn1CC(=O)N(C)Cc1ccccc1	-1%	0%	-4%	10	0.4	-4	11%[56.9 µM]	1%	-2%
CC(=O)Nc1ccc(/C=C/c2ccc3cccc([N+](=O)[O-])c3n2)cc1	?	-10%	0%	.	.	-2	-10%[11.4 µM]	-2%	0%
O=C(NCCN1CCN(c2ccccc2Cl)CC1)Nc1ccccc1	0%	4%	3%	52*	67*	-7	-12%	1%	-4%
CC1CCC(C(=O)NC(C(=O)N2CCN(c3ccccn3)CC2)C(C)C)CC1 (configuration not stated)	6%	0%	-6%	-5	0.9	-4	18%	-2%	-1%
CC(C)[C@@H](C(=O)NCC1CCC(C(=O)O)CC1)n1nnc2ccccc2c1=O (some centres not stated)	0%	0%	-2%	-5	-0.5	-7	33%	5%	-1%
COCC(=O)Nc1nc(-c2ccccc2)ns1	-6%	0%	-1%	6	0.4	1	11%	2%	7%
Cc1ccc(NC(=O)CCS(=O)(=O)c2cc3c4c(c2)CCN4C(=O)CC3)c(C)c1	-13%	3%	10%	.	0.1	-5	-9%	-4%	-2%
CCN1C(=O)CC(NCc2ccc(S(N)(=O)=O)cc2)C1=O (configuration not stated)	0%	-2%	1%	-8	0.7	-4	15%[11.4 µM]	-7%	4%
Cc1cc(C(=O)N/N=C/C=C/c2cccc([N+](=O)[O-])c2)n[nH]1	6%	-3%	0%	-15	1.4	-2	-30%	16%	-5%
COc1ccccc1-c1nnc(SCC(=O)N2CC(C)CC(C)C2)o1 (configuration not stated)	8%	0%	1%	-31	0.0	3	10%	-4%	-3%
O=C(CN1C(=O)c2cccc3cccc1c23)NC1CCCCC1	12%	2%	-13%	3	-0.8	2	12%	-2%	-5%
CCOC(=O)C1=C(N)N2C(=O)C(C)SC2=C(C(=O)OCC)C1c1ccccc1 (configuration not stated)	6%	1%	-12%	.	-0.6	0	7%	7%	-6%
COC(=O)Cn1c2ccc(OC)cc2c2nc(C)sc21	0%	0%	-20%	7	-0.5	-1	-22%	-3%	-1%
COC(=O)[C@H]1C[C@@]2(O)CN(S(=O)(=O)c3ccc(C)cc3)C[C@@]2(OC(=O)NCC2CCCCC2)C[C@H]1C(=O)OC	-12%	2%	2%	.	.	3	.	.	0%
CC(=O)Nc1ccc(NC(=O)c2ccc(CSc3ccccc3)o2)cc1	-14%	1%	5%	-10	-1.8	-15	4%	4%	-2%
COc1ccc(NC(=O)COc2coc(CN3CCN(c4ccccc4)CC3)cc2=O)cc1	-14%	-1%	-4%	27	50*	-2	13%	3%	-2%
CCOC(=O)C1CCCN(C(=O)c2cc(-c3ccc(C)cc3)on2)C1 (configuration not stated)	18%	1%	-5%	.	0.0	-6	-27%	.	-11%
COc1ccc(CCNC(=O)Cn2c(=O)n(-c3ccc(C)c(C)c3)c(=O)c3c(C)c(C)sc32)cc1OC	1%	-6%	-1%	.	0.5	-4	1%	-3%	-2%
Cc1onc(-c2ccccc2Cl)c1C(=O)NCc1ccco1	?	-5%	1%	-15	0.1	8&8	-32%	.	1%
COc1ccc(CCNC(=O)C2CCN(S(=O)(=O)N3CCCCCC3)CC2)cc1OC	21%	-1%	2%	-2	-0.6	1	-10%	9%	-4%

# Later entries:
smiles	ALOX12 inh	Vif-APOBEC3G blk	Vif-APOBEC3F blk	D2 antagonist	D2 ag	LDHA block	RGS4 inhibitor	ERG-DNA inh	Glioma ERSR ind
CCc1ccccc1N(C)C(=O)c1sc2nc3n(c(=O)c2c1C)CCCCC3	2%	2%	2%	.	-0.1	-5	-12%	-6%	-1%
C[C@H](CO)N1C[C@H](C)[C@@H](CN(C)S(=O)(=O)c2cn(C)cn2)Oc2ccc(NS(=O)(=O)c3ccccc3)cc2C1=O	2%	-1%	-1%	.	.	0	-30%	5%	?
COc1ccc(NC(=O)N(C)C[C@H]2Oc3c(NC(=O)c4nc5ccccc5s4)cccc3C(=O)N([C@@H](C)CO)C[C@H]2C)cc1	6%	2%	0%	.	.	-8	-17%	-9%	-2%
CCNS(=O)(=O)c1ccc(NC(=O)CC(C)c2ccccc2)cc1 (configuration not stated)	1%	-1%	-4%	-5	-0.4	-4	16%	10%	11%
CC(C)C(c1nnnn1Cc1ccco1)N1CCC(C(N)=O)CC1 (configuration not stated)	1%	-1%	0%	3	0.9	0	14%	16%	2%
CCc1ccc2c(CN3CCN(S(=O)(=O)c4ccccc4F)CC3)cc(=O)oc2c1	?	1%	7%	.	.	2	-9%	6%	-1%
COc1ccc(C(=O)CSc2nc(C)cc(C)n2)cc1C	-11%	-18%	-9%	9	-0.1	-8	1%	-8%	2%
NC(N)=N/N=C/c1cccc([N+](=O)[O-])c1O	-14%	-5%	6%	-15	-0.2	-1	-3%	7%	0%
CCOC(=O)C(=O)N=Nc1c(O)n(C)c2ccccc12	-1%	2%	6%	-5	0.3	-3	2%[56.9 µM]	-4%	-3%
COCCCN1C(=O)CS/C1=N\S(=O)(=O)c1ccccc1	0%	1%	4%	1	-0.2	1	-41%[56.9 µM]	0%	-5%
COc1ccc(CNC(=O)C/C(C)=N/NC(=O)c2ccccc2OC)cc1	-14%	-1%	1%	-7	0.1	-11	20%	2%	4%
O=C(c1ccc(Br)s1)N1CCN(Cc2ccc3c(c2)OCO3)CC1	0%	-6%	-6%	78*	-0.1	-10	28%	-6%	-3%
c1cncc(-c2ccc3[nH]ccc3c2)c1	-19%	0%	11%	6	0.7	0	30%	15%	7%
